Source: PubChem BioAssay (The Scripps Research Institute Molecular Screening Center)
M4 antag – human M4 muscarinic receptor antagonists, primary screen, CHO cells, Fluo-8 calcium fluorescence. Muscarinic acetylcholine receptor M4 (Homo sapiens), P08173. CHO-hM4 cells, ACh EC80. inhibition, % at 3 µM. 360,000 compounds, 0.73% hits. AID 624125, 2012;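 active means inhibition above its plate's cutoff, the mean inhibition of sample wells plus 3 SD, cut at about 27% in these data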;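 further: 0% = acetylcholine EC80 with DMSO and 100% = DMSO without agonist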
Target sequence (P08173 whole entry, looked up): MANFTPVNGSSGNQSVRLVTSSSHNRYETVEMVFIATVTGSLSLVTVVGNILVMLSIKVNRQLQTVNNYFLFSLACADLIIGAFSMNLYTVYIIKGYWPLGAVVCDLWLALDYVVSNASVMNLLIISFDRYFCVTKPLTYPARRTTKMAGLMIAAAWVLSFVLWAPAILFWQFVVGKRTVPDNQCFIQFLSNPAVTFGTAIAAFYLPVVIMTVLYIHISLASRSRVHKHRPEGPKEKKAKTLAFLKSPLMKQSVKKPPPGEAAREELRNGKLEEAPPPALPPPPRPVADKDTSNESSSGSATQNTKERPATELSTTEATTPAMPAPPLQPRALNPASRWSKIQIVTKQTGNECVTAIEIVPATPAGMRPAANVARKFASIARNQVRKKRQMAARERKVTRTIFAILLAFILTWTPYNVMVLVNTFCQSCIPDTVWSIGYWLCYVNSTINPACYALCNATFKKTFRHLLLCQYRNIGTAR
M1 antag – human M1 muscarinic receptor antagonists, primary screen, CHO-K1 cells, Fluo-8 calcium fluorescence, 1536-well; Muscarinic acetylcholine receptor M1 (Homo sapiens), P11229; CHO-K1 hM1, ACh EC80 antagonist; inhibition, % at 3 µM; 360,000 compounds, 1.3% hits; AID 588852, 2011;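 active means percent inhibition above its own plate's cutoff, namely the mean of that plate's compound wells plus 3 SD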;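 further: peak over basal fluorescence ratio during 140 s after agonist addition; 0% = ACh EC80 plus DMSO and 100% = DMSO alone without agonist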
CHO-K1 Ca antag – nonselective inhibitor or artifact in parental CHO-K1 cells; ATP-induced calcium, Fluo-8 fluorescence; inhibition, % at 3 µM; 360,000 compounds, 0.6% hits;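 active means inhibition above a per-plate cutoff, the plate's mean sample inhibition plus 3 SD, cut at about 24% in these data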;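 further: 0% = DMSO plus EC80 ATP and 100% = DMSO alone without ATP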
CHO parental Ca – ATP-evoked calcium signal inhibitors, parental CHO, primary screen, counter-screen for OX1R antagonist project, cell-based, fluorescence, Fluo-8 calcium dye | parental CHO-K1, ATP-induced calcium, Fluo-8 fluorescence | inhibition, % at 5.6 µM | 330,000 compounds, 0.63% hits;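 active means inhibition above that plate's mean sample inhibition plus 3 SD, cut at about 26% in these data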;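 further: 0% = ATP-challenged DMSO wells and 100% = DMSO wells without ATP; some compounds past the cut are filed as inactive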
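Measured by: calcium-sensitive Fluo-8 fluorescence / Test system: CHO parental line / Controls: ATP-challenged DMSO wells low, unchallenged DMSO wells high / Measure: % inhibition / Compound: single nominal dose of 5.6 µM per compound / Replicates: single well per compound, no replicates / Reagent: ATP as calcium-mobilizing challenge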
CHRM1 agonist – human M1 muscarinic receptor agonists, primary screen, Fluo-8 calcium fluorescence, CHO-K1 cells, HTS | activation, % at 3 µM | 360,000 compounds, 0.33% hits | Muscarinic acetylcholine receptor M1 (Homo sapiens), P11229 | AID 588814, 2011 | CHO-K1 hM1, agonist mode; 0% DMSO, 100% acetylcholine EC100;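 active means activation above the run's mean compound activation plus 3 SD, cut at about 16% in these data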;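 further: peak over basal fluorescence ratio within a 140 s kinetic read after compound addition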
OXTR potentiate – human OXTR potentiators, primary screen, fluorescence, CHO-OTR cells, Fluo-8 calcium | Oxytocin receptor (Homo sapiens), P30559 | Fluo-8 calcium fluorescence, potentiator mode; 0% = oxytocin EC15, 100% = EC100 | activation, % at 3 µM | 320,000 compounds, 0.061% hits | AID 2445, 2010;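 active means activation above that plate's cutoff, the mean activation of tested compounds plus 3 SD, cut at about 6.6% in these data, passing the limit was not always enough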;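 further: 100% uses oxytocin at 75 nM as the full agonist control; some results filed as inactive read as strong as hits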
Target sequence (P30559 whole entry, looked up): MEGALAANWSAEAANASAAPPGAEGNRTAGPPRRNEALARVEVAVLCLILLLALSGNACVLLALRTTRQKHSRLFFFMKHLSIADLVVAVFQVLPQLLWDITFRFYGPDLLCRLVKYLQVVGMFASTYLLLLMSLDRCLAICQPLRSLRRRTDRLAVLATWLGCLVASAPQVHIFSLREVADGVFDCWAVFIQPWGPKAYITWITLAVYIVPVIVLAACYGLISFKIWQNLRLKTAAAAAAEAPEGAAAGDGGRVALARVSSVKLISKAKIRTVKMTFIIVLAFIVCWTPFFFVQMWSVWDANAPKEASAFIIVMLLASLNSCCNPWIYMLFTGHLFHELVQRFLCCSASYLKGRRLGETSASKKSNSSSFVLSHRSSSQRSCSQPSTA
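Assay system: CHO cell line stably expressing human OTR | Also added: Oxytocin at about EC15, sub-maximal agonist stimulus | Times: Compound 6 min at room temperature before oxytocin, 100 s read | Measured by: Fluo-8 intracellular calcium fluorescence, ex 470-495, em 515-575 nm | Controls: EC15 oxytocin alone as 0%, 75 nM oxytocin as 100%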
CHRM1 PAM – human M1 muscarinic receptor positive allosteric modulators, primary screen, CHO-K1 cells, Fluo-8 calcium fluorescence, 1536-well | CHO-K1 hM1, ACh EC20; 0% = ACh EC20, 100% = maximal ACh | activation, % at 3 µM | 360,000 compounds, 0.088% hits; in the data active means activation above about 19%, passing the limit was not always enough
M1 ag parental – counter-screen for M1 agonists: effect in parental CHO-K1 cells; Fluo-8 calcium fluorescence; scaled to maximal ATP response, vehicle zero; activation, % at 3 µM; 360,000 compounds, 0.48% hits; AID 602248, 2012; in the data active means activation above about 15%;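 further: untransfected CHO-K1 host cells lacking M1 receptor as counterscreen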
CHRM4 agonist – human M4 muscarinic receptor agonists, primary screen, CHO-K1 cells, Fluo-8 calcium fluorescence; 360,000 compounds, 0.14% hits; CHO-K1 hM4/Gqi5; vehicle 0%, full acetylcholine response 100%; AID 624127, 2012; activation, % at 3 µM;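 active means activation above the run mean over all test wells plus 3 SD, cut at about 32% in these data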;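 further: peak over basal fluorescence ratio per well then scaled between controls; 0% = DMSO wells and 100% = acetylcholine at EC100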
Active calls of the source: *; . = no result given.

mol	M4 antag	M1 antag	CHO-K1 Ca antag	CHO parental Ca	CHRM1 agonist	OXTR potentiate	CHRM1 PAM	M1 ag parental	CHRM4 agonist
Cc1ccc(C)c(N2C(=O)CC(N3CCN(Cc4ccc5c(c4)OCO5)CC3)C2=O)c1 (stereo not given)	-6	-7	-20	-13	-6	-5	-12	1.6	2
COc1ccc(CN2CN(S(=O)(=O)c3cccs3)c3nc4ccccc4nc32)cc1	4	-20	-6	-14	1	-5	18	2.8	2
CCS(=O)(=O)Nc1cccc(C2=NN(S(=O)(=O)c3ccccc3)C(c3cccs3)C2)c1 (stereo not given)	-4	-4	-17	-22	-4	-11	3	1.9	5
CCOC(=O)c1cc(NC(=O)C2CCCO2)cc(C(=O)OCC)c1 (stereo not given)	2	-6	-13	-3	-4	-2	5	0.4	1
CCOC(=O)c1sc(NC(=O)CSc2nc(C)cc(C)c2C#N)c(C#N)c1C	-3	-20	-17	-1	-2	-4	2	0.5	1
CCCCN(C(=O)CSc1nnc(-c2ccccc2)o1)c1c(N)n(CCC)c(=O)[nH]c1=O	-11	5	-10	-15	-2	1	-1	0.2	2
O=C(NO)c1ccccc1O	-6	-21	-11	-5	-1	5	0	0.4	0
CC1CCCCC12NC(=O)N(CC(=O)NC1CCCc3ccccc31)C2=O (stereo not given)	-1	-6	-11	-14	-12	-2	10	-0.1	0
O=C1Nc2ccccc2C12NCCc1c2[nH]c2ccccc12 (stereo not given)	-8	-4	-20	-13	-4	-4	4	0.2	0
CCOc1ccccc1NC(=O)CSc1nnc2ccc(-c3cccnc3)nn12	3	5	4	-19	-2	-3	-1	0.9	3

Laid out differently: results already given
Order of values – M4 antag, M1 antag, CHO-K1 Ca antag, CHO parental Ca, CHRM1 agonist, OXTR potentiate, CHRM1 PAM, M1 ag parental, CHRM4 agonist
CCS(=O)(=O)Nc1cccc(C2=NN(S(=O)(=O)c3ccccc3)C(c3cccs3)C2)c1 (stereo not given)
→ -4, -4, -17, -22, -4, -11, 3, 1.9, 5
CCOC(=O)c1cc(NC(=O)C2CCCO2)cc(C(=O)OCC)c1 (stereo not given)
→ 2, -6, -13, -3, -4, -2, 5, 0.4, 1
CCOC(=O)c1sc(NC(=O)CSc2nc(C)cc(C)c2C#N)c(C#N)c1C
→ -3, -20, -17, -1, -2, -4, 2, 0.5, 1
CCCCN(C(=O)CSc1nnc(-c2ccccc2)o1)c1c(N)n(CCC)c(=O)[nH]c1=O
→ -11, 5, -10, -15, -2, 1, -1, 0.2, 2
O=C(NO)c1ccccc1O
→ -6, -21, -11, -5, -1, 5, 0, 0.4, 0
CC1CCCCC12NC(=O)N(CC(=O)NC1CCCc3ccccc31)C2=O (stereo not given)
→ -1, -6, -11, -14, -12, -2, 10, -0.1, 0
O=C1Nc2ccccc2C12NCCc1c2[nH]c2ccccc12 (stereo not given)
→ -8, -4, -20, -13, -4, -4, 4, 0.2, 0

(next part)
mol	M4 antag	M1 antag	CHO-K1 Ca antag	CHO parental Ca	CHRM1 agonist	OXTR potentiate	CHRM1 PAM	M1 ag parental	CHRM4 agonist
Cc1nc(NCc2ccc(S(N)(=O)=O)cc2)c2c(C)c(C)sc2n1	-7	0	-7	-12	-5	-5	0	0.3	1
O=C(Cn1c(CO)nc2ccccc21)Nc1ccccc1Cl	-3	-9	-4	15	-2	-3	3	-0.4	1
CCN1CCCc2cc(CN(CCN3CCOCC3)C(=S)Nc3cccc(Cl)c3)ccc21	2	-3	-12	-15	-6	-7	-1	0.9	1
O=C1N/C(=C/c2cccn2-c2ccccc2)C(=O)N1Cc1ccccc1F	12	-2	-1	-14	-2	-9	4	2.3	0
Cc1ccc(C(NC(N)=O)c2ccccc2C)cc1 (stereo not given)	-4	7	-31	-7	14	-5	11	0.2	1
Cc1onc(-c2c(Cl)cccc2Cl)c1C(=O)Nc1c(C)n(C)n(-c2ccccc2)c1=O	1	25	-20	.	-5	.	-18	0.7	1
CCOC(=O)C1CCN(C(=O)c2cc3c(=O)n4cccc(C)c4nc3s2)CC1	8	2	-2	-10	-8	-9	2	1.3	4
CCN1CNC(=S)N(c2ccccc2OC)C1	-2	-14	-6	-1	-1	1	14	0.3	1
CCCNC(=O)c1ccccc1NC(=O)c1ccccc1N(C)S(=O)(=O)c1ccc(C)cc1	11	-10	-5	.	0	.	8	1.1	1
Cc1ccccc1Cn1cc(NS(=O)(=O)c2cn(C)nc2C)cn1	5	-20	1	-10	-3	-9	14	0.1	0
Cc1cc(C)c(C)c(OCC(=O)O/N=C(\N)c2ccncc2)c1	1	-10	3	-7	-3	-10	6	1.2	1
O=C1CN(C(=O)COc2ccc(Cl)cc2Cl)c2ccccc2N1	-2	-8	-14	-16	-1	-6	8	1.8	2
CC(=O)c1ccc(OCc2cc(C(=O)N3CCN(c4ccccc4)CC3C)no2)cc1 (stereo not given)	5	0	-8	-16	-1	-7	3	6.8	12
CN1CCN(C(=O)CN(C)S(=O)(=O)c2ccc3ccccc3c2)CC1	-1	-9	-22	-6	-7	1	13	0.6	2
O=C(COC(=O)CCCOc1ccccc1)NC1CCS(=O)(=O)C1 (stereo not given)	-12	-20	2	4	2	-15	8	2.1	1
C=CCn1c(O)c2ccc(C(=O)N=NC(=O)COc3ccc(OC)cc3)cc2c1O	5	-6	-2	-11	-2	-1	6	1.5	2
CCOC(=O)c1c(NC(=O)CCCC(=O)O)sc2c1CCC2	5	-4	11	-7	-3	-1	2	-0.4	0
O=C(/C=C/c1ccc(O)cc1)OCc1occc(=O)c1O[C@@H]1OC(CO)[C@@H](O)[C@H](O)[C@@H]1O (stereo not given in full)	2	-5	-15	-3	-2	-11	4	1.3	1
Oc1cccc(-c2nc3c4c(ncn3n2)-c2ccccc2CC42CCCC2)c1	12	17	3	5	-3	-11	-4	1.4	2
COc1ccc(CC(=O)OCC(=O)NCc2ccc(F)cc2)cc1	-15	-17	-12	-9	2	4	14	8.6	1

Part of the list above, with each value named.
> Cc1cc(C)c(C)c(OCC(=O)O/N=C(\N)c2ccncc2)c1
  M4 antag: 1
  M1 antag: -10
  CHO-K1 Ca antag: 3
  CHO parental Ca: -7
  CHRM1 agonist: -3
  OXTR potentiate: -10
  CHRM1 PAM: 6
  M1 ag parental: 1.2
  CHRM4 agonist: 1
> O=C1CN(C(=O)COc2ccc(Cl)cc2Cl)c2ccccc2N1
  M4 antag: -2
  M1 antag: -8
  CHO-K1 Ca antag: -14
  CHO parental Ca: -16
  CHRM1 agonist: -1
  OXTR potentiate: -6
  CHRM1 PAM: 8
  M1 ag parental: 1.8
  CHRM4 agonist: 2

(list continues)
mol	M4 antag	M1 antag	CHO-K1 Ca antag	CHO parental Ca	CHRM1 agonist	OXTR potentiate	CHRM1 PAM	M1 ag parental	CHRM4 agonist
COc1ccc(N2CCN(Cc3nc(N)nc(N4CCCc5ccccc54)n3)CC2)cc1	-3	2	2	4	-1	0	2	0.6	2
Cc1ccccc1OC1C(=O)N(CC2CCCO2)C1c1ccc2c(c1)OCO2 (stereo not given)	2	20	-6	-21	-2	-15	-12	5.4	13
COc1ccccc1NC(=O)c1ccc(Br)o1	-5	9	-10	-21	-4	-5	-6	-0.4	0
CCN1C(=O)[C@@H]2[C@@H](c3ccc(-c4ccc(F)cc4)c(OC)c3)N3CCC[C@@]3(C(=O)OC)[C@@H]2C1=O	9	1	-9	-32	-7	-2	8	-0.3	2
Nc1cc(=O)[nH]c(SCCNS(=O)(=O)c2ccccc2)n1	2	1	14	-5	-3	2	1	0.7	1
CCNC(=S)/N=C(/Nc1ccccc1)Nc1nc(C)cc(C)n1	0	-7	4	-37	-6	-6	3	2.0	-1
O=C(c1ccc(Cl)s1)N1CCN(c2nc3ccccc3s2)CC1	0	13	-12	8	-1	-6	-16	5.1	8
COc1ccc(CCNS(=O)(=O)c2cccc(F)c2)cc1OC	-4	-9	-13	6	10	-8	12	0.5	2
O=C(O)CCC(NC(=O)c1ccc(Cl)cc1)C(=O)O (stereo not given)	-2	-15	0	-12	-5	2	6	-0.1	1
COc1ccccc1CCC(=O)Oc1ccccc1C#N	11	-18	-5	.	-5	.	6	0.6	1
O=C(CN1CCN(S(=O)(=O)c2ccccc2F)CC1)Nc1ccccc1C(=O)c1ccccc1	-18	0	-13	-20	-8	-10	-2	2.4	4
C/C(=N\NC(=O)CN1CCN(S(=O)(=O)c2ccc(C)cc2)CC1)c1ccncc1	0	-10	-15	-17	-4	6	6	1.0	2
COc1ccccc1/C=C(/NC(=O)c1ccc(Cl)cc1Cl)C(=O)O	-15	-7	-6	1	-3	-7	12	-0.4	3
O=C(c1ccc2ccccc2c1)N1CCN(S(=O)(=O)/C=C/c2ccccc2)CC1	12	0	0	-19	-2	-16	-3	0.7	4
CC(C)(C)NC(=O)CSc1nnc(-c2ccccc2)c(-c2ccccc2)n1	-7	-7	-5	-24	-7	-6	8	0.5	1
COc1ccccc1CCNC(=O)CCNS(=O)(=O)c1ccc(NC(C)=O)cc1	-5	-17	-22	-13	-2	1	12	0.2	1
COc1ccccc1/C=C/CN1CCCC(CCC(=O)NCc2ccccc2F)C1 (stereo not given)	8	2	-10	-19	-8	-1	-3	-0.3	1
O=C(NC(=O)C(F)(F)F)Nc1ccc(S(=O)(=O)Nc2nccs2)cc1	-7	-15	-5	1	7	-6	17	0.2	1
CCOC(=O)c1sc(/S(C)=N\S(=O)(=O)c2cccc(Cl)c2)c2c1CCC=C2 (stereo not given)	-9	-18	-15	-7	-5	3	11	1.4	2
C[C@@H]1CN([C@H](C)CO)S(=O)(=O)c2ccc(Br)cc2O[C@@H]1CN(C)Cc1ccc(C(=O)O)cc1	-7	-7	-2	.	-2	.	3	0.1	1
COC(=O)Cc1cc(OC)c(OC)cc1Cc1cc(OC)c(OC)cc1CC(=O)OC	-15	-14	-5	-12	-5	-3	4	0.3	1
CCn1cnnc1SCC(=O)NCC1COc2ccccc2O1 (stereo not given)	0	-2	-21	-11	-7	-6	3	0.5	1
CCOc1ccc(N2CC(C(=O)NCCCc3ccccc3)CC2=O)cc1 (stereo not given)	1	-10	-23	-13	-3	-8	9	-0.5	0
COc1ccc(C(=O)Nc2ccnn2C2CCN(Cc3ccncc3)CC2)cc1	-4	8	-9	4	-4	-5	-2	0.4	1

Look-ups from the results shown:
CCOc1ccc(N2CC(C(=O)NCCCc3ccccc3)CC2=O)cc1 (stereo not given) @ OXTR potentiate: -8
CCn1cnnc1SCC(=O)NCC1COc2ccccc2O1 (stereo not given) @ OXTR potentiate: -6
COc1ccc(C(=O)Nc2ccnn2C2CCN(Cc3ccncc3)CC2)cc1 @ CHRM1 agonist: -4
